Screening results (PubChem)
F508del corr: CFTR F508del correction in bronchial cells; CFBE cells, YFP halide quenching; stimulated with forskolin plus potentiator P3; % fluorescence drop versus neutral controls; 350,000 tested, 0.36% active; AID 720511; activity (quench increase), % at 7.58 µM;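 active = mean added fluorescence quench of at least 8% versus neutral control, with both replicates also reaching 8%; inconclusive = only one of the mean or replicate conditions met; inactive = mean below 8% and not both replicates reaching 8%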;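 also: cells transiently co-express mutant CFTR-F508del with the halide-sensitive YFP; corrector assay measuring rescue of mutant channel to the surface after 24 h compound exposure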
miR-122 sensor: blocks miR-122 activity in Huh7 sensor cells | Huh7 miR-122 Renilla luciferase sensor, 48 h; neutral wells = 0, positive control = 100 | activation (reporter increase), % at 12.5 µM | 340,000 tested, 0.3% active | AID 602342;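 active = mean replicate activation score at least 90 and every replicate individually at or above 90; inconclusive = only one of the two criteria met; inactive = neither criterion met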;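 also: higher luciferase means less miR-122 activity so hits act as miR-122 inhibitors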
DENV2 CPE: protects cells from dengue virus 2 cytopathic effect; DENV2-infected cells, cytopathic effect rescue, plate reader; CPE inhibition, % at 9.99 µM; 350,000 tested, 1.7% active; in the data active = CPE inhibition above about 20%, passing the limit was not always enough; inconclusive = no clear call, values can overlap the other calls; tested in BHK-21 cells;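 also: 0% = median of neutral control wells and 100% = median of positive control wells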
ERAP1 inh: ERAP1 (human) enzyme inhibition. 340,000 tested, 0.15% active. recombinant ERAP1, Leu-AMC fluorescence, 60 min. inhibition, % at 10.7 µM. Q9NZ08;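 active = mean replicate inhibition of at least 30%, or all replicates individually reaching that 30% level; inactive = mean below 30% and not every replicate reaching it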;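 also: 0% = neutral control wells and 100% = L-leucinethiol positive control wells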
CASP6 VEID inh: inhibitors of human caspase-6; purified caspase-6, Z-VEID-R110 cleavage fluorescence; inhibition, % at 12.5 µM; 350,000 tested, 0.53% active;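 active = mean inhibition across replicates at least about 35%, with every replicate also reaching that limit, limit read from the data; inconclusive = only one of the two criteria met; inactive = neither criterion met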;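 also: 0% = median of neutral control wells and 100% = no fluorescence left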
Target sequence (P55212 24-179 limits assumed): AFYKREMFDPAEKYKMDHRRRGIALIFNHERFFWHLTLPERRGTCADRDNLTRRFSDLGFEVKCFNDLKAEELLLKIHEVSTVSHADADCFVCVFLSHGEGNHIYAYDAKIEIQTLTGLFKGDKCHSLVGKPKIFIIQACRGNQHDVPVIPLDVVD
Target sequence (P55212 194-293 limits assumed): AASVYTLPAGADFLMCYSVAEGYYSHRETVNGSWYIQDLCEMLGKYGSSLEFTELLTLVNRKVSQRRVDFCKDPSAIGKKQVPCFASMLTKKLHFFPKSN
ERp5 block: blocks human ERp5 reductase activity on insulin; Q15084; ERp5 insulin aggregation, absorbance 650 nm, 90 min; inhibition, % at 9.99 µM; 350,000 tested, 0.05% active; AID 651711;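 active = mean replicate inhibition above about 25%, with every replicate also reaching it, limit read from the data, passing the limit was not always enough; inconclusive = only one of those two criteria met; inactive = neither criterion met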
Target sequence (Q15084 whole entry, looked up): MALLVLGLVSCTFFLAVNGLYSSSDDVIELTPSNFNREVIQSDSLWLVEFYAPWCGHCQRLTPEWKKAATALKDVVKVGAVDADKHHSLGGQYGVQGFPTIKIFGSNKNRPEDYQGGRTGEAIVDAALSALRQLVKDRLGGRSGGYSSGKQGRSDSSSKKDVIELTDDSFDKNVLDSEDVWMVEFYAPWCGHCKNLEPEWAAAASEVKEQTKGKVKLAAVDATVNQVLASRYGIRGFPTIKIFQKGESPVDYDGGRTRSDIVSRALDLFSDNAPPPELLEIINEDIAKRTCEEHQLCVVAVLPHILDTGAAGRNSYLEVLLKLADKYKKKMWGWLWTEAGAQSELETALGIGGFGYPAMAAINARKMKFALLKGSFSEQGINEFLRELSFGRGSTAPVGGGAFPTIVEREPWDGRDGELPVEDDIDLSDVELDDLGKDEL
SIRT5 block: blocks human SIRT5 desuccinylation of peptide; inhibition, % at 15 µM; AID 652115; Purified SirT5, succinyl-peptide AMC, trypsin-coupled fluorescence; 330,000 tested, 1.1% active; in the data active = inhibition above about 15%; inconclusive = no clear call, values can overlap the other calls
Target sequence (Q9NXA8 whole entry, looked up): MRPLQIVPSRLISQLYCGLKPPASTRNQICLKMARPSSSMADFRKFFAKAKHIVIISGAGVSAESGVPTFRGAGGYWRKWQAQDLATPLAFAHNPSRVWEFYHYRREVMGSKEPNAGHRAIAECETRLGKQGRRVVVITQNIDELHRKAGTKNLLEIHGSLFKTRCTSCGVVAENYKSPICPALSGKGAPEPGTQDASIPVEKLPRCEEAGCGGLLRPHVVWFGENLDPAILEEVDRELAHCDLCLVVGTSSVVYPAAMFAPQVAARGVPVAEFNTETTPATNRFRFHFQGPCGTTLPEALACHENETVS
An asterisk follows results filed as active; ? = inconclusive; · = not tested or not shown; [ ] = another dose, or the depositor's remark.

F508del corr	miR-122 sensor	DENV2 CPE	ERAP1 inh	CASP6 VEID inh	ERp5 block	SIRT5 block	smiles
1.0	0	0	-2	-2	-1	-3	Cc1cccc2cc(CN(Cc3ccc(F)cc3)C(=O)N3CCOCC3)c(=O)[nH]c12
-4.5	1	-2	8	1	0	0	Cc1cc(C)c(C)c(S(=O)(=O)NC(C)C(=O)O)c1C (stereo not drawn)
1.1	·	-2	·	·	1	-6	COC(=O)c1ccc(CN2CC(=O)N3[C@@H](CO)[C@H](c4ccc(Br)cc4)[C@@H]3C2)cc1
-0.2	-5	3	2	1	2	-3	C=CCSc1nc2sc3c(c2c(=O)[nH]1)CC(C)(CC)OC3 (stereo not drawn)
1.1	·	5	11	-44	1	4	CCCCCCCOC(=O)C[N+](C)(C)CCOC1CC2CCC1(C)C2(C)C (stereo not drawn)
-0.4	·	3	1	-2	-2	-3	COc1ccc2c3c(n(C)c2c1)[C@H](CO)N(C(=O)C1CCCC1)CC31CN(C)C1
0.5	-4	4	7	3	-4	0	C/C(=N\NC(=O)OC(C)(C)C)c1ccc[nH]1
0.0	-6[16.7 µM]	16	1	-1	-1	11	Cc1ccc(S(=O)(=O)Nc2ccc3c(c2)CC(=O)N([C@H](C)CO)C[C@@H](C)[C@@H](CN(C)CC2CCCCC2)O3)cc1
-1.1	-1	1	·	-4	1	4	O=[N+]([O-])c1ccc2c(c1)S(=O)c1ccccc1-2 (stereo not drawn)
-1.2	·	-1	-1	0	-7	0	CN1CCN(C(=O)C[C@H]2CC[C@@H](NC(=O)Nc3ccccc3F)[C@H](CO)O2)CC1
0.5	·	·	1	5	4	·	CC(C)CC1NC(=O)c2ccc(Cl)cc2-n2c1nc1ccc(Cl)cc1c2=O (stereo not drawn)
1.2	·	-2	2	26	-3	8	COc1cccc(=O)c2c(C)n(-c3ccc(C(=O)O)cc3)c(C)c12
0.1	·	13	-1	4	-1	-9	COc1ccc(CCNS(=O)(=O)CCNC(=O)c2ccc3c(c2)OCO3)cc1OC
-0.4	·	?	4	0	3	-4	CC(=O)N1CSCC1C(=O)NNS(=O)(=O)c1cccc(C(F)(F)F)c1 (stereo not drawn)
-1.9	0	-1	·	2	6	-2	Cc1cc(NC(=O)CCCn2nc([N+](=O)[O-])c(Cl)c2C)no1
-3.1	-14	-6	6	6	-1	-2	O=C1ON=C(c2ccccc2)/C1=C/c1ccc(O)c(O)c1
1.2	4	1	0	3	-6	-4	COc1ccc(NC(=O)COC(=O)CCCc2c[nH]c3ccccc23)cc1OC
12*	-4	-4	0	0	-13	·	CCOC1=C2CN(S(=O)(=O)c3ccc(C)cc3)CC[C@@H]2N(S(=O)(=O)c2ccc(C)cc2)[C@H](c2ccccc2)C1
3.7	·	-2	4	-2	-9	1	COc1ccc(OC)c(CC(NC(C)=O)C(=O)NC2CCN(c3nc(OC)nc(OC)n3)CC2)c1 (stereo not drawn)
-0.5	-7	3	2	-4	2	4	O=S(=O)(/N=C(\c1ccc(F)cc1)N1CCOCC1)c1ccccc1
-0.3	·	1	1	-2	-5	9	CO[C@H]1CN(C)C(=O)c2ccc(NC(C)=O)cc2OC[C@@H](C)N(Cc2ccccc2F)C[C@@H]1C
-0.6	4[16.7 µM]	0	-1	0	2	0	C[C@H](CO)N1C[C@H](C)[C@H](CN(C)C)Oc2cc(C#CCN(C)C)ccc2S1(=O)=O
-1.7	-5	-5	-1	0	-4	-5	CCCNC(=O)C(Cc1ccccc1F)NC(=O)c1ccc(C#N)cc1 (stereo not drawn)
3.6	·	4	-8	1	·	9	C[C@@H]1CN([C@@H](C)CO)C(=O)c2c(c3ccccc3n2C)-c2ccccc2CO[C@H]1CN(C)Cc1ccc(F)cc1
-0.8	-12[16.7 µM]	-6	1	-1	-4	-4	COCC(=O)Nc1ccc2c(c1)C(=O)N(C)[C@H]1CC[C@H](CC(=O)NCC(F)(F)F)O[C@@H]1CO2
-0.8	·	0	2	2	1	-3	COc1cc(S(=O)(=O)NCc2ccc(F)cc2)ccc1-n1cnnn1
2.1	-4	-2	4	3	12	-2	CN(CC(=O)Nc1cccc(F)c1)CC(=O)Nc1cccc(S(=O)(=O)N2CCCCC2)c1
0.7	1	7	3	-2	-3	-2	CN1OC[C@@H]2CN(C(=O)C(C)(C)C)[C@H](c3ccc(-c4cccnc4)cc3)C[C@@H]21
1.0	·	·	-5	-3	4	0	CC1CCCN(C(=O)COC(=O)CNC(=O)c2ccc(Br)cc2)C1 (stereo not drawn)
2.9	·	-6	-10	1	8	1	CCN(CC(=O)NCc1cccs1)C(=O)c1ccc(S(=O)(=O)Nc2ccccc2Cl)cc1

Next part.
F508del corr	miR-122 sensor	DENV2 CPE	ERAP1 inh	CASP6 VEID inh	ERp5 block	SIRT5 block	smiles
-0.6	-3	-4	-1	-2	4	-2	O=C(Cn1c(C(F)(F)F)nc2ccccc21)Nc1ccccc1C(=O)O
0.3	·	-9	2	18	-3	-1	CC(C)N1C(=O)/C(=C\c2nc3ccccc3c(=O)[nH]2)c2ccccc21
2.2	-3	-7	1	1	-4	9	C=CCC1(CC=C)CCCN1C(=O)c1cc(COc2ccc(F)c(F)c2)on1
-1.0	·	-3	4	-4	1	-8	COc1cc(C(C)=O)ccc1OCC(=O)NCCCn1nc(C)cc1C
·	·	-4	7	1	10	-5	Cc1c(C)c(C)c(/C=[N+](/C)[O-])c(C)c1C
2.4	-1	0	-1	1	7	-2	COc1ccc(N(CC(=O)NCCSCc2ccc(C)cc2)S(=O)(=O)c2ccccc2)cc1
-2.3	3	-2	-2	-3	1	2	CCC(=O)N1CCc2cc(Br)cc(S(=O)(=O)N3CCC(C(=O)NCCCOC(C)C)CC3)c21
2.1	-4	-1	·	-9	-6	·	Cc1oc(-c2cccc(Cl)c2)nc1CN1CCC(C(=O)NCCCN2CCCC2=O)CC1
-4.3	·	1	2	-1	6	-5	Cc1cc(=O)oc2cc(OCCc3ccccc3)ccc12
-0.9	9	6	9	-1	-5	0	CSc1ccc(S(=O)(=O)NC(C)c2ccccc2)cc1 (stereo not drawn)
-2.3	·	-3	4	8	9	-1	Oc1c(Br)cc(Br)cc1CNc1ccc(F)cc1
-0.4	13	-3	3	-1	5	-2	O=S(=O)(c1ccc(Br)cc1)c1nc(-c2ccco2)oc1NCC1CCCO1 (stereo not drawn)
2.5	-1	17	1	1	5	-2	CCN1CCN(c2ccc(S(=O)(=O)N3CCCCC3)cc2NC(=O)COc2ccc(Cl)c(C)c2)CC1
-0.4	5[16.7 µM]	-2	0	-2	0	-6	CC=Cc1ccc2n(c1=O)C[C@@H]1[C@@H](CO)[C@H](C(=O)NCCOC)[C@H]2N1Cc1ccccc1 (mixture of isomers)
-2.9	3	?	0	1	2	-4	CC1CCCC(C)N1C(=O)CN1C(=O)c2ccccc2S1(=O)=O (stereo not drawn)
-8.4	·	?	0	0	4	-1	CC1CCCN(C(=O)COC(=O)c2ccc3[nH]c4c(c3c2)CCCC4)C1 (stereo not drawn)
-2.2	-2[16.7 µM]	1	3	3	1	-23	O=C(C[C@@H]1C[C@@H]2c3cc(NS(=O)(=O)c4ccc(F)cc4)ccc3O[C@@H]2[C@@H](CO)O1)NCCN1CCCCC1
·	·	156*	·	·	1	2	C[C@@H](NC(=O)[C@@H]1[C@@H](CO)[C@@H]2Cn3c(cccc3=O)[C@@H]2N1CC1CCCC1)c1ccccc1
1.6	-1	5	-2	0	-4	·	COC(=O)[C@H]1[C@H](CCc2ccccc2)NC(=O)N(Cc2ccccc2)[C@@H]1C
1.3	17[16.7 µM]	8	-4	1	-1	9	COCC(=O)N(C)C[C@@H]1Oc2cc(C#C[C@@H](C)O)ccc2S(=O)(=O)N([C@@H](C)CO)C[C@H]1C
-0.5	·	5	-2	3	0	-3	COc1ccccc1NC(=O)N[C@H]1C=C[C@@H](CC(=O)N[C@H](C)c2ccccc2)O[C@@H]1CO
-0.8	9	5	1	0	1	-5	COc1ccc(CN2C(=O)c3cccnc3C2=O)cc1S(=O)(=O)N1CCCCC1C (stereo not drawn)
3.5	-6[16.7 µM]	-1	-3	-2	5	4	C[C@@H]1CCCCO[C@@H](CN(C)C(=O)Nc2cccc3ccccc23)[C@@H](C)CN([C@H](C)CO)C(=O)c2cc(NC(=O)Nc3ccc(C(F)(F)F)cc3)ccc2O1
0.7	·	-3	-7	-18	1	5	CCn1cc(CN2CCC(n3nccc3NC(=O)CCOc3ccccc3)CC2)c(C)n1
-1.2	·	1	8	1	2	-1	N#CCCN(CCC#N)C(=S)NC1CC2C=CC1C2 (stereo not drawn)
-0.5	4	11	-7	9	4	1	CCN(CC)c1ccc(/C=N/NC(=O)CNC(=O)/C=C/c2ccco2)cc1
1.7	0	-3	-2	·	-2	-2	COc1cccc(NC(=O)CN(C)C(=O)CNC(=O)c2ccccc2F)c1
·	·	-4	4	-2	3	-1	C=C(C)c1cccc(C(C)(C)NC(=O)N2CCN(c3ccc(OC)cc3)CC2)c1
1.3	3	17	0	-2	4	-5	Cc1nnc(SCC(=O)Nc2cccc(S(=O)(=O)N3CCCC3)c2)n1C1CC1
1.9	-3	12	0	3	1	0	COc1ccc(CC(N)c2csc(NC(=O)Nc3ccccc3-c3ccccc3)n2)cc1 (stereo not drawn)

Reprinted at random: two compounds from above.
F508del corr	miR-122 sensor	DENV2 CPE	ERAP1 inh	CASP6 VEID inh	ERp5 block	SIRT5 block	smiles
-2.3	3	-2	-2	-3	1	2	CCC(=O)N1CCc2cc(Br)cc(S(=O)(=O)N3CCC(C(=O)NCCCOC(C)C)CC3)c21
·	·	156*	·	·	1	2	C[C@@H](NC(=O)[C@@H]1[C@@H](CO)[C@@H]2Cn3c(cccc3=O)[C@@H]2N1CC1CCCC1)c1ccccc1

More records follow.
F508del corr	miR-122 sensor	DENV2 CPE	ERAP1 inh	CASP6 VEID inh	ERp5 block	SIRT5 block	smiles
-1.6	-9	-11	0	0	6	-4	COc1cccc(-n2cnc3sc(-c4ccccc4)cc3c2=O)c1
-0.8	-18	7	-1	-2	-3	-1	O=C(COc1ccc(Cl)cc1Br)N1CCN(c2ncccn2)CC1
-0.5	9[16.7 µM]	4	4	0	-11	4	C[C@H](CO)N1C[C@H](C)[C@H](CN(C)C(=O)C2CCCCC2)Oc2cc(C#CCN(C)C)ccc2S1(=O)=O
3.3	-3	1	-4	-2	2	-2	Cc1ccc2c(c1)N(CC(=O)NCC1CCCO1)C(=O)CO2 (stereo not drawn)
·	-20	-2	-1	1	-2	1	COc1ccc(/C=N/OC(=O)Nc2ccc(Cl)cc2)c(OC)c1
-3.4	9	2	1	-1	-7	1	CC(C)c1ccc(NC(=O)c2cccc(NC3=NC4CS(=O)(=O)CC4S3)c2)cc1 (stereo not drawn)

Limited to CASP6 VEID inh, ERp5 block and DENV2 CPE (5 entries from above):
Molecule,CASP6 VEID inh,ERp5 block,DENV2 CPE
O=C(COc1ccc(Cl)cc1Br)N1CCN(c2ncccn2)CC1,-2,-3,7
C[C@H](CO)N1C[C@H](C)[C@H](CN(C)C(=O)C2CCCCC2)Oc2cc(C#CCN(C)C)ccc2S1(=O)=O,0,-11,4
Cc1ccc2c(c1)N(CC(=O)NCC1CCCO1)C(=O)CO2 (stereo not drawn),-2,2,1
COc1ccc(/C=N/OC(=O)Nc2ccc(Cl)cc2)c(OC)c1,1,-2,-2
CC(C)c1ccc(NC(=O)c2cccc(NC3=NC4CS(=O)(=O)CC4S3)c2)cc1 (stereo not drawn),-1,-7,2
